Screening results (PubChem)
LMNA splice mod: LMNA splicing modulation; AID 1487; Potency, µM (top dose mostly 46.1 µM), for inactives: top-dose ratio change, negative = inhibition, actives largely listed as inhibitors; hit rate 0.01% among 200,000; HeLa LMNA splicing GFP/RFP minigene ratio, 48 h; active = well fitted inhibition curve with a large enough effect in the signal ratio, with a control signal flat, not every such curve was filed as active; inconclusive = small, poorly fitted or top-dose-only effect, or effect the other way, or a change in a side signal; the % refers to the signal ratio; also: potency is read from the fitted curve at half-maximal effect; % is scaled to controls: 0 for no effect and ±100 for the full control effect
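S3 HeLa stable clones carrying a lamin A-EGFP splicing minigene plus DsRed2 were seeded at 600 cells/well in Opti-MEM with 2% FBS, pin-dosed and incubated 48 h at 37°C. Acumen cytometry (488 nm) gave the GFP/RFP total-intensity ratio.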
CBFb RUNX1 block: blocks binding between human CBF-beta and RUNX1 | AlphaScreen CBFb-His/RUNX1-biotin binding, biochemical | Potency, µM (titrated, usually from 59.8 µM), without a hit: at the top dose activity, negative = inhibition, most hits filed as inhibitors | 230,000 tested, under 10 active; also: % of control where 0% means no effect
Target sequence (Q01196 whole entry, looked up): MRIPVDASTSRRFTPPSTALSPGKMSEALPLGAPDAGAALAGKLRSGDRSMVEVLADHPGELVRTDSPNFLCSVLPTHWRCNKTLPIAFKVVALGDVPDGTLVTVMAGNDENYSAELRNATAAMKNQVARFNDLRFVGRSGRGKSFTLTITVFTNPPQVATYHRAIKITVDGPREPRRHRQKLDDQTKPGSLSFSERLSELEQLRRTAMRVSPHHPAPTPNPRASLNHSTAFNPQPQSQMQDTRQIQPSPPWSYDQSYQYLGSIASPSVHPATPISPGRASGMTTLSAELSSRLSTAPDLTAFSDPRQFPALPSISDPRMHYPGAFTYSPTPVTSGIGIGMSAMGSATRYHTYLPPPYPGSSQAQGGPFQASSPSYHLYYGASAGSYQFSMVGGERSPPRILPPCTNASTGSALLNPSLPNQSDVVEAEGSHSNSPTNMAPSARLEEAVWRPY
Target sequence (Q13951 whole entry, looked up): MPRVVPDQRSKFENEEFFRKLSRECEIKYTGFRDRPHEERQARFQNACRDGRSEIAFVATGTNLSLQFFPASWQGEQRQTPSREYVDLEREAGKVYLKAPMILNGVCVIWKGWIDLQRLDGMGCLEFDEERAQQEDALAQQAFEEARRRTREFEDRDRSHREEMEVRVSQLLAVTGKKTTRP
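His-tagged CBF-beta and biotinylated RUNX1 (30 nM each) were premixed 20 min at room temperature, exposed to compound for 15 min, then given nickel-chelate and streptavidin AlphaScreen beads (50 ng each). After 90 min, AlphaScreen signal was read.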
Luc counter: counter-screen: inhibitors of Kinase-Glo firefly luciferase | AID 1379 | Kinase-Glo luciferase, ATP luminescence, 8 min | Potency, µM (top dose mostly 38.3 µM), without a hit: at the top dose activity change, negative = inhibition, actives largely listed as inhibitors | hit rate 0.28% among 200,000; also: potency is read from the fitted curve at half-maximal effect; % is scaled to controls: 0 for no effect and ±100 for the full control effect; nearly all actives have a fitted effect of over 60% in size
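Light output from Kinase-Glo luciferase with luciferin and 10 uM ATP in 50 mM imidazole pH 7.2, KCl, MgCl2, Tween 20, BSA; compound pin-delivered, 8-min ambient incubation, then luminescence read.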
SMN2 splice enh: SMN2 splice variant enhancement. hit rate 2.8% among 210,000. Potency, µM (titrated, usually from 46.1 µM), inactives show top-dose activity change, positive = activation, most hits filed as activators. AID 1458. HEK293 SMN2-luciferase splicing reporter, luminescence, 30-36 h; also: potency is read from the fitted curve at half-maximal effect; % of control where 0% means no effect; nearly all actives have a fitted effect of over 55% in size
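qHTS luciferase splicing reporter: luminescence rises when SMN2 exon 7 is included in transfected HEK293 cells. Compound exposure lasted 30-36 h at 37C, with 4.5 mM final sodium butyrate as control, followed by a ONE-Glo read.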
IMPase Li inh: IMPase inhibition in cells with lithium potentiation; Potency, µM (highest dose often 59.4 µM), inactives show at the top dose activity, negative = IMPase inhibition, actives largely listed as inhibitors; hit rate 0.35% among 210,000; CHO-M1 cells, IP1 TR-FRET (IP-One), carbachol + lithium;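 also: IP1 builds up when IMPase is blocked and the TR-FRET signal falls; potency is read from the fitted curve at half-maximal effect; plate controls were basal vehicle for no effect and high inhibitor control for full effect; nearly all actives have a fitted effect of over 50% in size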
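CHO cells stably expressing M1 receptor (2000/well) were cultured 16–30 h, then exposed to compounds with a small lithium addition for 30 min at 37C. IP1 was measured by TR-FRET competition; AC50 from Hill fits.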
HttQ103 aggreg: mutant huntingtin aggregation inhibition | Potency, µM (doses to about 46.1 µM), for the others: at the highest dose activity change, negative = inhibition, usual class: inhibitors | hit rate 1.1% among 220,000 | PC12 HttQ103-GFP aggregates, Acumen cytometry, 40 h | AID 1688; also: potency is read from the fitted curve at half-maximal effect; % is scaled to controls: 0 for no effect and ±100 for the full control effect; nearly all actives have a fitted effect of over 60% in size
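PC12 cells stably carrying ecdysone-inducible HTT exon 1 Q103–GFP were induced with tebufenozide (100 nM final) and treated with library compounds in titration. GFP aggregates in lysates were counted by laser scanning cytometry.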
HTT ATP protect: Huntington cell model cytoprotection by ATP luminescence; hit rate 0.14% among 230,000; Potency, µM (top dose mostly 56.4 µM), for the others: cytoprotection (ATP increase), actives largely listed as activators; PC12 HTT-Q103 induced, cytoprotection, ATP luminescence, 40 h;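 also: potency is read from the fitted curve at half-maximal effect; % of control where 0% means no effect; nearly all actives have a fitted effect of over 45% in size; toxic huntingtin expression switched on by the ecdysone agonist tebufenozide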
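Quantitative HTS on tebufenozide-induced (100 nM) PC12 cells expressing HTTQ103 exon 1–GFP; compounds tested as a concentration series; survival measured via cellular ATP.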
An asterisk follows results filed as active; u = inconclusive; x = no result given; & = joins results of further samples; [ ] = another dose, or the depositor's remark. Unless noted, calls follow the shape of the dose curve; as a rule, active = well fitted curve in the direction sought with a large enough effect; inconclusive = small, poorly fitted or top-dose-only effect, or another doubt; inactive = no such curve, though single readings can be large; an effect the other way counts as inactive or inconclusive.

SMILES	LMNA splice mod	CBFb RUNX1 block	Luc counter	SMN2 splice enh	IMPase Li inh	HttQ103 aggreg	HTT ATP protect
COc1ccc(C2c3ccsc3CCN2C(C)=O)cc1 (centres undefined)	x	8%	x	x	x	1%[9.22 µM]	-2%[10 µM]
Cc1ccc(CNC(=O)C(=O)NCCC2=CCCCC2)cc1	5%	6%	-1%	-15%	0%	1%	7%[10 µM]
O=C(COc1ccc2oc(-c3ccccc3)cc(=O)c2c1)NCc1ccco1	5%	-9%	14%	-27%	-19%[38.3 µM]	-6%	-131%[inhibitor][0.074 µM]
Cc1ncccc1C(=O)N1CCCC(CNC(=O)c2ccc(-c3ccccc3)cc2)C1 (centres undefined)	x	-2%	2%	x	10%	-2%[9.22 µM]	2%[10 µM]
c1csc(CNc2ncnc3ccc(-c4ccoc4)cc23)c1	u	x	x	x	21%	x	-10%
COc1cc(Cl)c(C)cc1NC(=O)CSc1nnc(-c2cccnc2)n1Cc1ccco1	18%	0%	-2%	-8%	-3%[38.3 µM]	-2%	-4%
O=C(CCCC(=O)OCC(Cl)=C(Cl)Cl)Nc1ccccc1	-5%	-2%	1%	4%	-2%	16%	0%[10 µM]
O=C(CCCNS(=O)(=O)c1cccc2nsnc12)NCCN1CCN(c2ccccc2F)CC1	16%[46 µM]	-2%	2%	-33%[inhibitor]	0%	2%	-23%
O=C(Nc1ccccc1F)c1ccc(CSc2ccccc2)o1	u	u	-1%	19%	5%	-17%	8%[10 µM]
CCCCOc1ccc(NC(=O)C(=O)NCCCn2ccnc2)cc1	u	2%	3%	-61%[inhibitor]	10%	19%	x
CN(C)C(=O)/C(=C/c1cn(-c2ccccc2)nc1-c1cccc([N+](=O)[O-])c1)NC(=O)c1ccccc1	-17%	2%	1%	12%	7%	7%	8%[10 µM]
COc1cc2c(cc1OC)-c1cc(NC3CCCCC3)nc(=O)n1CC2	-5%	7%	0%	21%	9%[38.3 µM]	64%	-26%
Cc1c(O)c2ccccc2oc1=O	x	13%	x	x	x	-5%[9.22 µM]	10%[10 µM]
CC(=O)c1cccc(S(=O)(=O)N2CCN(c3ccccc3F)CC2)c1	-30%[46 µM]	8%	-2%	-35%&-29%[inhibitor]	11%	-10%	-1%
C=CCn1c(-c2cccnc2Cl)nc2cc(Cl)c(Cl)cc21	u	10%	-1%	-9%	-8%[38.3 µM]	4%	-4%
CCCC(C)C(=O)NCc1ccccc1OC (centres undefined)	5%	0%	-3%	-6%	3%[38.3 µM]	-11%	-7%[10 µM]
O=c1c2ccccc2nnn1CSc1nnc(COc2ccc(Cl)cc2)n1Cc1ccco1	0%	-17%	-4%	-39%[inhibitor]	9%[38.3 µM]	-10%	-59%[inhibitor]
O=C(CSc1cn(CC(=O)N2CCCCCC2)c2ccccc12)NCC1CCCO1 (centres undefined)	x	0%	-2%	-4%	-1%	-7%	-16%
O=C(N/C=C/c1ccco1)NCc1ccccc1	-2%[9.22 µM]	-20%	1%	7%	-2%	7%	1%
COc1ccccc1CNC(=O)c1cnc2ccccn2c1=O	-8%	8%	-3%	-5%	16%[38.3 µM]	1%	-13%[10 µM]
CN(C)Cc1ccccc1-c1nccc(N(C)Cc2ccco2)n1	-8%	x	x	x	15%	x	19%
Cn1c(SCC(=O)NCc2ccccc2)nc2ccccc21	0%	7%	x	x	x	5%	-20%
O=C(Nc1ccc(F)cc1)c1cnc(-c2ccccc2)nc1-c1ccccc1	u	7%	-2%	-20%	21%[38.3 µM]	-14%	-18%
CCN1C(=O)C2(C(C#N)=C(N)Oc3n[nH]c(C(C)C)c32)c2ccccc21 (centres undefined)	-4%	0%	-1%	17%	17%[38.3 µM]	9%	16%
c1ccc(-n2nnnc2Oc2ccc(-c3nnco3)cc2)cc1	14%	-4%	-5%	6%	-7%[38.3 µM]	3%	-9%
O=C1C2C3C=CC(C4CC34)C2C(=O)N1c1cc(Cl)ccn1 (centres undefined)	x	16%	x	x	x	-1%[9.22 µM]	-11%[10 µM]
Cc1noc(C)c1NC(=O)N1CCN(Cc2ccccc2)CC1	x	6%	x	x	x	-21%[9.22 µM]	-1%[10 µM]
NC(=O)CSc1cn(CCNC(=O)c2cccs2)c2ccccc12	x	4%	x	x	x	1%[9.22 µM]	-15%
O=C(NCCCN1CCCC1=O)c1ccc(Cl)c(NS(=O)(=O)c2ccc(F)cc2)c1	-5%	25%	-2%	17%	7%	-26%	24%[10 µM]
CC(=O)Nc1cc2c(cc1C(C)=O)OCCO2	-11%	6%	0%	40%	23%[38.3 µM]	-3%	-9%[10 µM]
O=C(NCc1cccnc1)C1CCN(S(=O)(=O)c2cccnc2)CC1	12%	-4%	-6%	8%	28%[38.3 µM]	-3%	-10%
Cc1ccc(CC(=O)N2CCC(c3nc4c(nnn4Cc4ccccc4)c(=O)[nH]3)CC2)cc1	7%	-9%	1%	30%	9%	u	16%[10 µM]
CCCNC(=O)c1c(Cl)cnn1-c1ccc(C)cc1	x	22%	x	x	1%	12%[9.22 µM]	38%[10 µM]
COc1ccc(C)cc1NC(=O)Cn1cnc2sc(C)c(S(=O)(=O)N3CCOCC3)c2c1=O	-4%	0%	3%	u	1%	12%	-4%[10 µM]
CN(C)CCCN1C(=O)c2cccc3c(Br)ccc(c23)C1=O	u	-1%	0%	2%	-6%	-20%	-42%[inhibitor]
Cc1ccc2nc(/C(C#N)=C/c3ccc(-c4cccc([N+](=O)[O-])c4)o3)[nH]c2c1	u	3%	1%	4%	0%	u	-51%[inhibitor][10 µM]
O=C(NCCc1cccc(Cl)c1)c1cccs1	x	-1%	-3%	16µM*	12%	u	u
Clc1ccc(OCCN2CCN(c3ncnc4sccc34)CC2)cc1	u	8%	3%	-125%[inhibitor]	28%[38.3 µM]	u	-15%[10 µM]
CCCN1CCN(S(=O)(=O)c2ccc3c(c2)OCCO3)CC1	-5%[46 µM]	11%	3%	13%	8%	-14%	5%[10 µM]
CN1CCN(Cc2cc(Cl)c3cccnc3c2OC(=O)c2cccs2)CC1	u	-21%	-2%	-20%	4%	u	-71%[inhibitor][10 µM]
O=c1ccc(Cl)cn1Cc1ccccc1F	9%	11%	-4%	-9%	2%	5%	19%[10 µM]
CN1CCC(=NNC(=O)C(=O)Nc2ccccc2F)CC1	x	-2%	0%	-7%	-2%	-8%	-40%
COc1cc(-c2nc(-c3ccccc3)c(-c3cc([N+](=O)[O-])ccc3C)[nH]2)cc(OC)c1OC	u	5%	-3%	16%	6%	u	-10%[10 µM]
O=C(COC(=O)CCc1c[nH]c2ccccc12)NCc1ccc(Cl)cc1	-9%	-7%	1%	14%	-3%	5%	x
Cc1nc(SCCOc2ccccc2)[nH]c(=O)c1Cc1ccccc1	x	5%	x	x	-7%	-8%[9.22 µM]	-20%[10 µM]

By substructure: the entries above containing a nitro group on carbon
SMILES	LMNA splice mod	CBFb RUNX1 block	Luc counter	SMN2 splice enh	IMPase Li inh	HttQ103 aggreg	HTT ATP protect
CN(C)C(=O)/C(=C/c1cn(-c2ccccc2)nc1-c1cccc([N+](=O)[O-])c1)NC(=O)c1ccccc1	-17%	2%	1%	12%	7%	7%	8%[10 µM]
Cc1ccc2nc(/C(C#N)=C/c3ccc(-c4cccc([N+](=O)[O-])c4)o3)[nH]c2c1	u	3%	1%	4%	0%	u	-51%[inhibitor][10 µM]
COc1cc(-c2nc(-c3ccccc3)c(-c3cc([N+](=O)[O-])ccc3C)[nH]2)cc(OC)c1OC	u	5%	-3%	16%	6%	u	-10%[10 µM]

Going on with the list.
SMILES	LMNA splice mod	CBFb RUNX1 block	Luc counter	SMN2 splice enh	IMPase Li inh	HttQ103 aggreg	HTT ATP protect
O=C(Nc1ccccc1C(=O)N/N=C/c1ccc(F)cc1)c1ccccc1Br	0%	0%	-19%	-5%	4%[38.3 µM]	10%	-32%
CCCC(C)NC(=O)COc1ccc(Sc2ccc(OCC(=O)NC(C)CCC)cc2)cc1 (centres undefined)	u	1%	0%	-59%[inhibitor]	4%	-11%	0%[1.9 µM]
CC[C@H](C)[C@@H](NC(=O)O[C@H]1C(=O)c2cc(OC)ccc2O[C@@H]1c1ccc(OC)c(Br)c1)C(=O)OC	x	8%	1%	3%	18%	x	u
CCc1ccc(N2CC(C(=O)OC)CC2=O)cc1 (centres undefined)	9%[46 µM]	7%	-2%	-5%	3%	x	x
CCOC(=O)/C(N=O)=C(\O)C1CCN(C(=O)OCC)CC1	-1%	5%	-1%	-18%	-6%[38.3 µM]	7%	12%
CC(C)(C)C1CCC(C(=O)Nc2cccnc2)CC1 (centres undefined)	-9%[46 µM]	14%	0%	-7%	3%	-13%	x
O=C(CN1CCSCC1)N/N=C/c1ccc(F)c(F)c1	9%	0%	1%	25%	12%[38.3 µM]	1%	13%[10 µM]
O=c1[nH]c2ccccc2c(O)c1-[n+]1ccccc1	x	4%	x	x	x	-2%[9.22 µM]	12%[10 µM]
Cc1cc(C(=O)OCC(=O)N2CC(C)OC(C)C2)ccc1[N+](=O)[O-] (centres undefined)	-5%[46 µM]	5%	-1%	8%	7%	11%	7%[10 µM]
Cc1ccc2c(c1)C(O)(CC(=O)c1cccnc1)C(=O)N2 (centres undefined)	-4%	4%	1%	18%	31%[activator][38.3 µM]	2%	-2%
CN(C)C(=O)NCc1ccc(S(N)(=O)=O)cc1	24%	21%	4%	16%	4%[38.3 µM]	-18%	-19%[10 µM]
CN(C)c1nc2ccccc2c(N)c1-c1ccccc1	u	10%	-6%	-10%	19%[38.3 µM]	-20%	-14%
Cc1ccc(S(=O)(=O)Cn2nnnc2C(C(C)C)N2CCN(Cc3ccco3)CC2)cc1 (centres undefined)	-16%	-1%	x	x	x	7%	21%
Cc1cccc(C)c1NC(=O)C(NC(=O)c1ccccn1)c1ccc([N+](=O)[O-])cc1 (centres undefined)	-2%	4%	7%	3%	15%[38.3 µM]	17%	15%[10 µM]
CC1(C)CC(=O)C(C2=NC3(CCCCCC3)Cc3ccccc32)=C(O)C1	x	-1%	x	x	x	13%[9.22 µM]	21%[10 µM]
COc1ccc(C2=Nc3ccc(C)cc3C(c3ccccc3)N2CC(=O)NN)cc1 (centres undefined)	3%[46 µM]	-11%	-5%	-9%	10%	x	x
CC1CCCCN1CCCn1c(=S)[nH]c2ccccc2c1=O (centres undefined)	-7%	3%	2%	11%	8%[38.3 µM]	-2%	6%[10 µM]
COc1ccc(C(=O)NC2CCN(C(=S)Nc3ccccc3C)CC2)cc1	-8%[46 µM]	7%	-4%	x	-5%	-7%[9.22 µM]	-9%[10 µM]
